D2 antagonist = D2 dopamine receptor (human) antagonism; P14416; HEK293 TREx D2 cells, calcium flux, dopamine EC80; inhibition, % at 10 µM; 2% of 340,000 active; in the data active means inhibition above about 30%; further: 0% is about no effect
Target sequence (P14416 whole entry, looked up): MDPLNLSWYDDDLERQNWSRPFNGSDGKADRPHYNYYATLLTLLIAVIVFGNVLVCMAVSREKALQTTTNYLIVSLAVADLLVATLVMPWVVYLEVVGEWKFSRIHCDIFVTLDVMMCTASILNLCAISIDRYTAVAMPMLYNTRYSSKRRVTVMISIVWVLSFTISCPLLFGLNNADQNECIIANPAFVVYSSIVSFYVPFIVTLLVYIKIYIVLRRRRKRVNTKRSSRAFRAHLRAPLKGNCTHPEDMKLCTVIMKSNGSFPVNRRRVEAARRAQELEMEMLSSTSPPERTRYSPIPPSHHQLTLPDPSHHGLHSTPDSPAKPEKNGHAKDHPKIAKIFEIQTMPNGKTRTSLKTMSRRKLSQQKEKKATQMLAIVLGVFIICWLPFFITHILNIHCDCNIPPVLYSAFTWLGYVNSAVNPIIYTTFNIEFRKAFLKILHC
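Calcium mobilization kinetics were recorded at 1 s intervals in tetracycline-induced HEK293 T-REx D2 cells, first for 180 s after compound addition and then 180 s after EC80 dopamine.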
12-LOX inh = inhibitors of human 12S-lipoxygenase ALOX12; P18054; purified 12hLO, xylenol orange hydroperoxide absorbance; Potency, µM (titrated, usually from 108 µM), for inactives: top-dose activity change, negative = inhibition, actives largely listed as inhibitors; 1.1% of 580,000 active; AID 1671190; further: potency means the concentration at half of the fitted maximal effect; on the % scale 0 is the no-effect control and ±100 the full control effect
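Purified human 12hLO at 150 nM in 25 mM Hepes, 0.01% Triton X-100, pH 7.0, preincubated 15 min at room temperature with compound. Reaction started with 40 uM arachidonic acid, 30 min at room temperature. Hydroperoxide measured by Fe-xylenol orange, 573/405 nm absorbance ratio.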
RGS4 inh = human RGS4 inhibition. P49798. Transcreener GDP fluorescence polarization, RGS4-accelerated GTP hydrolysis. Potency, µM (top dose mostly 114 µM), without a hit: at the top dose activity change, negative = inhibition, actives largely listed as inhibitors. 0.039% of 390,000 active. AID 504845; further: potency means the concentration at half of the fitted maximal effect; on the % scale 0 is the no-effect control and ±100 the full control effect; nearly all actives have a fitted effect of over 75% in size; some results filed as inactive show a strong effect at the top dose
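MLSMR compounds (23 nl, pin-transferred) preincubated 10 min at room temperature with a 500nM (2x) first reagent, then RGS4 at 900nM (2x) plus Transcreener GDP mix added; fluorescence polarization (620/688 nm) read before and after 90 min at 30 °C.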
LDHA block = blocks human lactate dehydrogenase A; 0.15% of 480,000 active; P00338; purified LDHA, NADH/diaphorase-resazurin fluorescence; stronger effect = lower value; activity change, % (values are at about 110 or 230 µM); AID 1347041; in the data active means activity change below about -30%; inconclusive means mostly about -25% to -30%;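 further: plate controls were DMSO wells for no effect and wells without enzyme for full effect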
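Remaining NADH was detected by diaphorase (0.133 mg/mL) converting 37 µM resazurin to fluorescent resorufin, read at 0 and 20 minutes. The preceding 5-minute room-temperature reaction used 2 nM LDHA, 0.2 mM sodium pyruvate and 0.06 mM NADH at pH 7.4.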
Vif-APOBEC3G blk = inhibitors of Vif-APOBEC3G interaction; Potency, µM (titrated, usually from 46.1 µM), inactives show at the highest dose activity, negative = active, usual class: inhibitors; Q9HC16; HeLa A3G-eYFP + Vif (tagged APOBEC3G with the HIV-1 protein that degrades it), YFP fluorescence, overnight; AID 602310; 0.076% of 410,000 active;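 further: potency means the concentration at half of the fitted maximal effect; on the % scale 0 is the no-effect control and ±100 the full control effect; nearly all actives have a fitted effect of over 60% in size; hits raise eYFP signal because A3G escapes Vif-driven loss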
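Read-out is eYFP fluorescence (Ex 488/Em 500-530) from Vif-expressing HeLa A3G-eYFP cells; more signal means A3G escaped Vif-mediated degradation. Cells plated overnight, compound pinned in, incubated overnight at 37 deg C.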
ERG-DNA inh = blocks human ERG Ets domain binding to DNA; fluorescence polarization, His-ERG Ets domain / labelled DNA; 0.028% of 370,000 active; Potency, µM (top dose mostly 76.9 µM), for inactives: at the top dose FP activity, negative = inhibition, hits mostly inhibitors; active means well fitted inhibition curve with a large enough effect in the polarisation, with a control signal flat; inconclusive means small, poorly fitted or top-dose-only effect, or effect the other way, or a change in a side signal; inactive means no such curve, though single readings can be large or run the other way; the % refers to the polarisation;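 further: polarization taken with two DNA probes labelled with fluorescein and Texas red; potency means the concentration at half of the fitted maximal effect; % of control where 0% means no effect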
Target sequence (P11308 whole entry, looked up, the tested form may be a part): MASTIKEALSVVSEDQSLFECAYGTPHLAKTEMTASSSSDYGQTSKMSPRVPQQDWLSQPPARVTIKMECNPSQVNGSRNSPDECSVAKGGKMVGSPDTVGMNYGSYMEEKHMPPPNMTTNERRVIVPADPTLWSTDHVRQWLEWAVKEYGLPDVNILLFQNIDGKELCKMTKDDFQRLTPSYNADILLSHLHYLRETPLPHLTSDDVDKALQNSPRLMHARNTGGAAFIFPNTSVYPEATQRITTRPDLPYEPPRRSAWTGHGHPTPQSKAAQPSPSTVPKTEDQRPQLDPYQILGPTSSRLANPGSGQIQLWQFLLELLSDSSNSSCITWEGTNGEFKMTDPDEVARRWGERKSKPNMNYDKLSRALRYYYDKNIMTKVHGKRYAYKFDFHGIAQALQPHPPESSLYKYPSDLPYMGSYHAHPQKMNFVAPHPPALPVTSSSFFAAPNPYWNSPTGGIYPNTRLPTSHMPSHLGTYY
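His-tagged ERG Ets domain (1 uM in the protein solution; 300mM KCl, 50mM Tris-HCl, 1mM EDTA, 1mM DTT, pH 7.5) received compound, then a probe mix of 5 nM fluorescein-DNA and 100nM Texas-615-DNA. Fluorescence polarization was read for both dyes.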
D2 ag = agonists of human D2 dopamine receptor. P14416. HEK293 T-REx D2 cells, calcium flux agonist mode. 0.53% of 340,000 active. activation, % at 2 µM;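 active means activation over 3 SD above normal in the single-dose calcium agonist read, cut at about 30% in these data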; further: 0% is about no effect
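HEK293 Trex D2 cells, tetracycline-induced, o/n 30 C 5% CO2; no-wash Ca dye, RT 30–90 min; 10-cycle baseline, 23 nl cpd added, kinetic Ca read 180 s; agonist hits = positive Ca response.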
GRP78 ERSR act = inducers of ER stress response in human glioma cells; U87-MG GRP78 promoter luciferase reporter, 16 h; Potency, µM, for inactives: at the highest dose activation, actives largely listed as activators; 0.02% of 420,000 active; AID 602332; further: potency means the concentration at half of the fitted maximal effect; series mostly up to about 76 µM; % of control where 0% means no effect; nearly all actives have a fitted effect of over 35% in size
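ERSR induction read as luciferase luminescence (Bright-Glo, 10 min at room temperature) in stably transfected human U87-MG glioma cells exposed to compounds for 16 h, using GRP78 as sensor.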
Vif-APOBEC3F blk = inhibitors of Vif-A3F interaction. HeLa A3F-eYFP + Vif (tagged APOBEC3F with the HIV-1 protein that degrades it), YFP fluorescence increase. Potency, µM (doses to about 46.1 µM), inactives show top-dose activity, negative = active. 0.2% of 390,000 active. AID 602313; further: potency means the concentration at half of the fitted maximal effect; % of control where 0% means no effect; nearly all actives have a fitted effect of over 65% in size
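HeLa cells stably expressing A3F-eYFP plus Vif, plated and incubated overnight at 37 deg C, then exposed to compounds overnight at 37 deg C. Blocked degradation read as raised yellow fluorescence (Ex 488/Em 500-530).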
Active calls of the source: *; ? = inconclusive; . = no result given; & = joins results of further samples; [ ] = remark or other dose. Unless noted, the call rests on the fitted dose curve; in most records, active means well fitted curve in the direction sought with a large enough effect; inconclusive means small, poorly fitted or top-dose-only effect, or another doubt; inactive means no such curve, though single readings can be large; an effect the other way counts as inactive or inconclusive.

No. | Structure | D2 antagonist | 12-LOX inh | RGS4 inh | LDHA block | Vif-APOBEC3G blk
1 | COc1cccc(/C=C/C(=O)Nc2ccc3nc(N4CCN(C)CC4)cc(C)c3c2)c1OC | . | 1% | -25% | 5 | -19%
2 | Cc1ccc(S(=O)(=O)Nc2ccc(N=Nc3ccc(O)cc3)cc2)cc1 | 10 | ? | -11% | -8 | -6%
3 | CN(C)S(=O)(=O)c1ccc(C(=O)NCc2ccc3[nH]c4c(c3c2)CCCC4)cc1 | 12 | -3% | -8% | 2 | 1%
4 | COc1cccc(/C=C/c2nc(C#N)c(N3CCCCCC3)o2)c1 | . | ? | 7% | -5&-3 | -2%
5 | CC1CCC(NC(=O)CCC(=O)N2CC(C)Oc3ccccc32)CC1 (stereo not given) | -20 | 3%[57.4 µM] | -23% | -7 | 1%
6 | O=C(Nc1ccc([N+](=O)[O-])cc1)c1cn(-c2ccccc2)nc1-c1cc2ccccc2o1 | 0 | -5% | -22% | -5 | 0%
7 | Cc1[nH]c2ccccc2c1C(=O)CN1C(=O)C(=O)N(Cc2ccco2)C1=O | 4 | -7% | -8% | -4 | 2%
8 | O=C(CCNC(=O)c1ccccc1Cl)NNC(=O)c1ccccc1O | 0 | 3% | 7% | 6 | -4%
9 | CCOC(=O)Cc1csc(NC(=O)CSc2nnc(C)n2C)n1 | -4 | 13%[57.4 µM] | -18% | -9 | 0%
10 | COc1ccccc1N(CN1CCCC1=O)C(=O)c1c(F)cccc1F | 4 | -15% | 33% | 2 | 3%
11 | CN(CCCN(Cc1ccc(Cl)cc1)c1ccc(Br)cn1)C(=S)NCCCc1cnc[nH]1 | . | . | -4% | -4 | -10%
12 | CCCCC(CC)C(=O)Nc1ccccc1C(=O)NC(C)C (stereo not given) | -14 | 10% | -11% | -3 | -1%

No. | ERG-DNA inh | D2 ag | GRP78 ERSR act | Vif-APOBEC3F blk
1 | ? | 0.4 | -11% | 4%
2 | 7% | -0.6 | -1% | ?
3 | 10% | -0.8 | -3% | -2%
4 | 1% | 0.6 | 3% | 1%
5 | 6% | -0.6 | -1% | -4%
6 | 4% | 0.6 | -2% | -7%
7 | 6% | 0.2 | 7% | 3%
8 | 9% | 0.5 | -2% | -3%
9 | -2% | -0.8 | 4% | -7%
10 | -3% | 0.2 | -4% | -3%
11 | . | . | -7% | .
12 | 2% | -0.4 | -4% | 0%

Reformatted: results already given.
9) CCOC(=O)Cc1csc(NC(=O)CSc2nnc(C)n2C)n1
- D2 antagonist: -4
- 12-LOX inh: 13%[57.4 µM]
- RGS4 inh: -18%
- LDHA block: -9
- Vif-APOBEC3G blk: 0%
- ERG-DNA inh: -2%
- D2 ag: -0.8
- GRP78 ERSR act: 4%
- Vif-APOBEC3F blk: -7%

11) CN(CCCN(Cc1ccc(Cl)cc1)c1ccc(Br)cn1)C(=S)NCCCc1cnc[nH]1
- D2 antagonist: .
- 12-LOX inh: .
- RGS4 inh: -4%
- LDHA block: -4
- Vif-APOBEC3G blk: -10%
- ERG-DNA inh: .
- D2 ag: .
- GRP78 ERSR act: -7%
- Vif-APOBEC3F blk: .

Next section:
No. | Structure | D2 antagonist | 12-LOX inh | RGS4 inh | LDHA block | Vif-APOBEC3G blk
13 | CCCNc1ccc(S(=O)(=O)N(C(C)C)C(C)C)cn1 | 0 | -9% | -3% | 2 | 6%
14 | COc1ccc(-n2c(C)nc3cc(C(=O)NCc4ccc5c(c4)OCO5)ccc32)cc1 | -1 | 9% | 5% | -6 | 5%
15 | C=CCN(c1ccccc1)S(=O)(=O)c1cccc(C(=O)Nc2ncccc2C)c1 | -4 | -11% | -1% | -2 | -1%
16 | CCN(CC)c1ccc(N=CN2CCOCC2)cc1 | -1 | -14% | 1% | 9 | 3%
17 | COc1ccc(-c2nc(CN3CCC(C(=O)NCCN(CC(C)C)CC(C)C)CC3)c(C)o2)cc1OC | . | 3% | 6% | -8 | -3%
18 | CCOC(=O)c1c(NC(=O)c2ccc(Cl)cc2)csc1C | -1 | 30%[activator] | -7% | -5 | 0%
19 | COc1ccc(CCC(=O)NCc2cccc(C(F)(F)F)c2)cc1 | -10 | 0% | 15% | -3 | 0%
20 | COC(=O)c1ccc(NC(=O)C2CCCN2C(=O)OCc2ccccc2)cc1 (stereo not given) | -5 | -23% | 4% | -2 | 0%
21 | C=C(C)CSc1nc2ccccc2c(=O)n1-c1c(C)n(C)n(-c2ccccc2)c1=O | 19 | 5% | -10% | -1 | -6%
22 | CC(C)NC(=O)COc1ccc(S(=O)(=O)N2CCCC2)cc1 | 4 | 0% | -15% | -4 | 3%
23 | O=C(CSc1ccc2ccccc2n1)NC1CC1 | 2 | 0%&17% | -30% | 4&5 | 0%
24 | O=C(NCc1ccc(Cl)c(Cl)c1)C1CCCC1 | . | 42%[activator] | -3% | -4 | 1%

No. | ERG-DNA inh | D2 ag | GRP78 ERSR act | Vif-APOBEC3F blk
13 | -2% | -0.4 | 0% | -30%
14 | -7% | -1.4 | -4% | 5%
15 | 5% | -1.4 | 0% | -4%
16 | 17% | 0.0 | 0% | -6%
17 | 5% | -0.4 | -1% | -4%
18 | . | 1.5 | -4% | 2%
19 | 19% | 0.1 | 0% | 11%
20 | 4% | -0.4 | -3% | -11%
21 | 4% | -0.5 | -5% | -7%
22 | 5% | 0.0 | -2% | 2%
23 | -3% | 0.3 | -4% | ?
24 | -3% | . | -1% | -2%

No. | Structure | D2 antagonist | 12-LOX inh | RGS4 inh | LDHA block | Vif-APOBEC3G blk
25 | COc1ccc(Cn2c(=O)c3ccccc3n3c(-c4ccc(C)cc4)nnc23)cc1 | . | -16% | -7% | -7 | 0%
26 | CCS(=O)(=O)N1N=C(c2ccc(NS(C)(=O)=O)cc2)CC1c1ccccc1 (stereo not given) | 11 | -11% | 16% | -4 | ?
27 | Cc1n[nH]c(C)c1CCN(C)Cc1cn(C)nc1-c1ccc2c(c1)OCCO2 | 14 | -7% | 16% | -2 | -3%
28 | COc1ccc(-c2cn3nc(N4CCC(C(=O)NCc5ccccc5F)CC4)sc3n2)cc1 | . | 0% | -13% | -18 | -2%
29 | CCN(CC)C(=O)c1cc(S(=O)(=O)N2CCCCC2)c[nH]1 | 33* | -4% | 1% | -1 | 0%
30 | COc1cc(OC)cc(OC(=O)C2CCN(S(=O)(=O)c3ccc(OC)c(OC)c3)CC2)c1 | -1 | -27% | -31% | -6 | -1%
31 | O=S(=O)(NCCOCC(F)(F)F)c1ccc2oc3ccccc3c2c1 | -7 | 0% | -30% | -3 | 0%
32 | CN(CC(=O)Nc1ccc(F)cc1)CC(=O)N(C)C1(C#N)CCCCC1 | 3 | . | 16% | 1 | 0%
33 | O=C(O)c1cnn(-c2nc(-c3ccc(Cl)cc3)cs2)c1C(F)(F)F | -9 | -37% | -1% | -20 | 2%
34 | O=C1C2C(C(=O)N1/N=C/c1ccc([N+](=O)[O-])o1)C1C=CC2C12CC2 (stereo not given) | 2 | -16% | -53% | 16 | -15%
35 | O=[N+]([O-])c1ccc(Sc2ccccn2)nc1 | -6 | 203%[activator] | 0% | 0 | 0%
36 | COc1ccccc1OCCNC(=O)c1ccc(Br)cc1 | 3 | -1% | 26% | -2 | -7%

No. | ERG-DNA inh | D2 ag | GRP78 ERSR act | Vif-APOBEC3F blk
25 | 6% | -1.0 | -2% | -13%
26 | 1% | -1.1 | 4% | ?
27 | -5% | 1.3 | -3% | ?
28 | 0% | 0.6 | 1% | 3%
29 | 6% | 0.6 | -3% | 1%
30 | -3% | 0.2 | 0% | -8%
31 | -1% | 0.2 | -4% | .
32 | 0% | 0.2 | 7% | -1%
33 | -1% | -3.5 | 1% | 15%
34 | -3% | 0.4 | -14% | -14%
35 | 3% | 0.7 | -1% | -5%
36 | -9% | -0.4 | 4% | -10%

No. | Structure | D2 antagonist | 12-LOX inh | RGS4 inh | LDHA block | Vif-APOBEC3G blk
37 | CCC(=O)N1CCc2cc(S(=O)(=O)NC(C(=O)NCCc3ccccc3)C(C)C)ccc21 (stereo not given) | . | -28% | 2% | -11 | 0%
38 | COc1ccc(NC(=O)CN(C)CC(=O)NC(=O)NC2CCCCC2)cc1 | -17 | 287%[activator] | -31% | -1 | 11%
39 | COc1ccc(CNC(=O)C(c2ccco2)N(C(=O)c2csnn2)c2cccc(C)c2C)cc1 (stereo not given) | 1 | 0% | -6% | 0 | 0%
40 | NS(=O)(=O)c1ccc(NC(=S)NCc2ccc(Cl)cc2)cc1 | -4 | ? | ? | -6 | -18%
41 | O=C(Nc1ccccc1[N+](=O)[O-])c1cncc(Br)c1 | -4 | -23% | -7%[11.4 µM] | -1 | -6%
42 | CN(C)c1ccc(/C=N/NC(=O)c2sccc2-n2cccc2)cc1 | 8 | 0% | 7% | -5 | -6%
43 | CO/N=C/c1ccc(N2CCN(C(=O)c3ccc(F)cc3)CC2)c([N+](=O)[O-])c1 | -7 | 0% | 29% | 4 | 1%
44 | C/C(=C\c1ccccc1)C(=O)NCCN1CCOCC1 | -14 | -13% | -12% | -1 | -5%

No. | ERG-DNA inh | D2 ag | GRP78 ERSR act | Vif-APOBEC3F blk
37 | -1% | -0.8 | -5% | 4%
38 | 20% | -0.4 | -4% | -9%
39 | 0% | -0.3 | -1% | .
40 | 2% | 0.3 | 3% | -11%
41 | 7% | -0.1 | -1% | -14%
42 | -7% | -0.1 | 5% | 3%
43 | -8% | 2.9 | -2% | 0%
44 | -6% | 0.0 | -4% | 1%

These rows are one share of the data. The share of hits here may be higher or lower than overall.
